# High-throughput results deposited in PubChem BioAssay by several laboratories.
# NR2E3 ag-1 – NR2E3 agonists in two-hybrid cells, primary screen, cell-based, luminescence, CHO-S, Gal4-NCOR/VP16-NR2E3; Photoreceptor-specific nuclear receptor (Homo sapiens), Q9Y5X4; luciferase; inhibition of corepressor binding, % at 3.98 µM; actives 0.35% (n = 360,000); AID 602229, 2012;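 active means inhibition above the mean of all tested compounds plus 3 SD, cut at about 70% in these data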;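 further: 0% = DMSO with NR2E3 transfected cells and 100% = cells lacking NR2E3 construct; higher means lower luciferase signal from less NR2E3 corepressor binding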
# Target sequence (Q9Y5X4 whole entry, looked up, the tested form may be a part): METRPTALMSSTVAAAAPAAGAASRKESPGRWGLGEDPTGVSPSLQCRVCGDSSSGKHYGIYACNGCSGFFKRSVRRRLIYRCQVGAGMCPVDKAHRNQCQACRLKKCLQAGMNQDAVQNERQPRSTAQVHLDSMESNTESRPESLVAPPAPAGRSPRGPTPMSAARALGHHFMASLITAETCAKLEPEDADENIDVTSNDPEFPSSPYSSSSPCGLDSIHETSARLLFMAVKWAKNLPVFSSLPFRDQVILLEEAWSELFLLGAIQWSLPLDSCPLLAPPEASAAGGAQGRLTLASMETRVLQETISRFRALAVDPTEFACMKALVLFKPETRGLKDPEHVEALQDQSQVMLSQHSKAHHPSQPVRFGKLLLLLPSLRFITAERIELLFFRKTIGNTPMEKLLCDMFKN
# Shn3 inh set2 – reduction of Shn3 3'UTR firefly luciferase signal, primary screen, Schnurri-3 inhibitor project, cell-based, Clone20 osteoblasts, set 2 | Clone20 osteoblast Shn3 3'UTR firefly luciferase, 24 h | AID 588674, 2011 | inhibition, % at 12.5 µM | actives 0.52% (n = 360,000);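 active means mean inhibition of at least 75% with every replicate also reaching 75%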;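 further: 0% = median of neutral control wells and 100% = pilot-screen positive control compound; some compounds past the cut are filed as inactive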
# MITF TRPM1 inh – inhibitors of MITF-dependent TRPM1 promoter reporter, primary screen, cell-based, SK-MEL-5, single point, luciferase; SK-MEL-5 TRPM1 promoter luciferase, 24 h; inhibition, % at 12.5 µM; actives 0.83% (n = 330,000); AID 488899, 2010;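 active means mean inhibition across replicates of 60% or more, whatever share of single replicates reaches that level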; further: values of inactives mirror those of a sister screen read the other way
# HIF-2a inh – HIF-2a reporter inhibitors, primary screen, luminescence, 786-0 RCC cells; 786-0 RCC cells HIF-2a reporter, luciferase luminescence, overnight; inhibition, % at 18.8 µM; actives 0.72% (n = 360,000);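 active means inhibition of the luminescence signal of 40% or more relative to plate controls, in a single-dose primary screen at 18.75 µM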
# TWEAK-Fn14 inh – inhibitors of TWEAK-Fn14 signaling, primary screen, luciferase reporter cells, uHTS | TWEAK-stimulated Fn14 reporter cells, luciferase luminescence, 8 h | inhibition, % at 10 µM | actives 2% (n = 360,000); in the data active means inhibition above about 50%
# CF NFkB inh – inhibitors of PAF-induced NF-kB signaling, primary screen, cell-based, GFP fluorescence, uHTS | KKLEB NF-kB-GFP reporter, GFP fluorescence overnight | inhibition, % at 5 µM | actives 0.86% (n = 360,000);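 active means at least 50% inhibition at 5 µM, scaled per plate between neutral and stimulator controls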;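 further: PAF is a Pseudomonas aeruginosa culture filtrate used as stimulus; plate controls were PAF-stimulated DMSO wells for no effect and unstimulated DMSO wells for full effect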
# Peg3 prom inh – Peg3 promoter-driven luciferase inhibitors, primary screen, cell-based, HeLa, luciferase luminescence; HeLa PEG-Prom luciferase reporter, overnight; inhibition, % at 20 µM; actives 1.7% (n = 360,000);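 active means inhibition of at least 50% at 20 µM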
# KKLEB tox – cytotoxicity in KKLEB CF airway cells, primary screen, cytotoxicity control for CF NF-kB inhibitor project, cell-based, uHTS, fluorescence assay plates | KKLEB CF airway cells viability, ATPlite luminescence, overnight; hits give low values; cells stimulated with P. aeruginosa culture filtrate | activity change (cytotoxicity), % at 5 µM | actives 0.36% (n = 360,000);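 active means corrected activity change at or below -50% at 5 µM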
# TRAIL sens C8 – viability loss with TRAIL in NB7+C8 cells, primary screen, TRAIL sensitizer project, cell-based, ATPlite luminescence; actives 1% (n = 360,000); inhibition (viability loss, TRAIL sensitization), % at 10 µM;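 active means compounds causing at least 50% loss of cell viability in the single-dose screen, relative to plate controls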
# TROY signal inh – inhibitors of TROY-driven NF-kB signaling, primary screen, Q293 LMP1-TROYcd cells, NF-kB luciferase, uHTS. Q293 LMP1-TROYcd NF-kB luciferase reporter, 4 h. inhibition, % at 10 µM. actives 0.98% (n = 360,000). AID 1347056, 2019;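 active means compounds whose plate-normalised and pattern-corrected inhibition of the luciferase reporter signal at the single screening dose is 50% or more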
# NR2E3 ag-2 – inhibitors of NR2E3-RetCOR corepressor binding, primary screen, NR2E3 agonist project, biochemical, TR-FRET, GST-NR2E3, biotin-RetCOR; Photoreceptor-specific nuclear receptor (Homo sapiens), Q9Y5X4; 1536-well; inhibition of corepressor binding, % at 4.78 µM; actives 0.12% (n = 320,000); AID 2300, 2010;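 active means percent inhibition above the cutoff of mean plus 3 SD of all tested compounds, set per screening campaign, cut at about 20% in these data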;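 further: 0% = DMSO wells and 100% = biotin wells as full block of FRET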
#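 System: GST-NR2E3 and biotin-RetCOR proteins; probe or stimulus: 7 nM biotin-RetCOR; doses: compound at 4.8 µM, single dose; schedule: Compound–protein incubation for 5 h at 4 °C; detection: time-resolved FRET; read-out: percent inhibition; controls: biotin wells as high control, 0.6% DMSO wells as low control; format: 1536-well plates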
# Active calls of the source: *; . = no result given. Not all compounds are listed. The share of hits here may be higher or lower than overall.
SMILES,NR2E3 ag-1,Shn3 inh set2,MITF TRPM1 inh,HIF-2a inh,TWEAK-Fn14 inh,CF NFkB inh,Peg3 prom inh,KKLEB tox,TRAIL sens C8,TROY signal inh,NR2E3 ag-2
CC(C)N1CCc2c(sc(NC(=O)c3ccc(S(=O)(=O)N(C)CC4CCCO4)cc3)c2C(N)=O)C1 (stereo not given),-13,3,7,17,-7,2,12,-10,5,13,3
CC(=O)Nc1ccc(OCC(=O)N2CCC(Cc3ccccc3)CC2)cc1,17,6,11,-13,-15,9,-8,6,-23,9,-1
C/C(=N\NC(N)=O)c1cc(Cl)cc(Cl)c1O,-45,.,.,19,1,1,20,1,18,15,-3
COc1ccc(-c2nc(C#N)c(NCCCN(C)C)o2)cc1OC,-6,-1,-19,-30,-41,-17,-7,5,-10,-13,3
O=C1CN(C(=O)c2ccccc2Cl)c2ccccc2N1,8,4,8,26,3,-7,12,5,-2,-8,1
CSCCC(=O)N1CCC(n2nccc2NC(=O)CCc2ccccc2)CC1,-4,11,5,0,1,-16,-1,-11,-6,16,.
CC12CC3(C)CC(C)(C1)CC(C(=O)NCC(=O)O)(C2)C3,0,-2,-3,12,14,12,1,3,-9,-7,2
CCOC(=O)CC(=O)Nc1ccsc1C(N)=O,-12,-7,-11,16,5,7,6,1,-3,-10,-6
O=C(c1cccs1)N1CCN(c2nnc(-c3ccccc3)c3ccccc23)CC1,-15,18,3,20,25,4,39,2,-10,6,4
O=C(NCCNC(=O)c1cccnc1)c1ccc(Br)cc1,0,16,7,10,-4,13,18,11,5,-8,-1
COc1ccc(CN2C(=O)C(CC(=O)NCc3ccco3)CC(C(=O)N3CCOCC3)=C2C)cc1 (stereo not given),-13,-13,.,-4,6,0,-12,-12,-12,-21,.
N#CCSc1n[nH]c2nc3c(c(=O)n12)C1(CCCC1)Cc1ccccc1-3,2,9,10,4,1,-14,0,18,-5,2,3
CSCCC(NC(=O)c1ccccc1Br)C(=O)N1CCCCCCC1 (stereo not given),-17,4,3,8,-3,-4,15,-1,-3,2,2
COc1cc(/C=C\C(=O)O)cc(S(=O)(=O)N2CCCCCC2)c1OC,-24,1,5,7,-4,-6,20,3,10,-5,.
O=C(/C=C\c1ccc(-c2ccccc2)o1)c1ccccc1,1,60,-33,-166,35,6,80*,-10,9,-51,1
O=C(COC(=O)Cc1ccc(Br)cc1)NC1CC1,-7,-17,-7,11,-4,-21,-3,4,-5,-10,0
COc1cc(C(C[N+](=O)[O-])c2c(C)[nH]c3ccccc23)cc(OC)c1OC (stereo not given),-22,4,21,19,22,-7,8,-8,6,13,1
Cc1cccc(C)c1-n1c(C)cc(/C=N/NC(=O)c2ccncc2)c1C,-26,3,-2,7,3,-4,1,0,-3,1,3
C/C(=C1/SC(N2CCCC2)=NC1=O)c1ccc(Br)cc1,-28,54,-2,-35,-127,-1,-13,2,20,13,2
Cc1ccc(C(=O)Oc2ccccc2C(=O)N2CCOCC2)cc1,13,23,2,-15,43,-2,14,0,-3,15,5
Cc1cc(NC(=O)c2ccc(Cl)cc2)n(CCC#N)n1,-5,7,8,2,7,4,-1,-6,6,4,3
Cc1cccc(C(=O)N/N=C/c2coc3ccccc3c2=O)c1,-27,3,-5,3,10,-5,1,2,13,0,-3
COc1cccc2[nH]c(C(=O)NN)c(N)c12,-23,-1,-1,-9,-10,2,0,2,14,-2,-12
CN1CCN(S(=O)(=O)c2cccc(C(=O)Nc3cc(Cl)ccc3N3CCOCC3)c2)CC1,-5,3,-13,2,-10,6,22,14,-17,25,1
O=C(Nc1ccc2oc(=O)ccc2c1)c1cc2ccccc2o1,-129,-65,-53,-283,-16,-10,-419,-11,34,-52,-1
Cc1nn(C)cc1CN(C)Cc1c(C(=O)N(C)Cc2ccccc2)nc2ccccn12,15,-2,16,13,-11,8,1,1,0,1,2
C=CCC1CCCC(=O)N2CCCC12 (stereo not given),-13,-1,6,-2,0,-8,-7,9,-19,-5,.
COc1cc(CNc2ccc(N3CCCC3)cc2)ccc1OCc1ccccc1,-63,16,-9,-61,6,-12,-90,9,23,-20,-4
Fc1ccc(NCc2ccccc2F)cc1Cl,-1,15,-20,-27,15,13,8,-5,-14,-7,1
CN(C)S(=O)(=O)c1cccc(NC(=O)COC(=O)CCC(=O)c2ccc(F)cc2)c1,12,-12,-9,12,-29,14,-10,-3,-1,-6,2
Cc1ccc(CNC(=O)c2ccc(NC3=NC4CS(=O)(=O)CC4S3)cc2)cc1 (stereo not given),-23,-10,.,2,-1,2,-2,1,-19,7,0
CCCCOc1ccc2c(C)cc(=O)oc2c1OCCCC,-5,-19,3,6,-3,3,-6,-3,9,-6,-1
C#CC(C)(CC)NC(=O)c1cc2cccc(CC=C)c2oc1=O (stereo not given),-1,-12,-6,-1,-1,-23,-1,8,4,-5,-5
Cc1ccc(C(=O)C2CCN(C(=O)c3ccc(C)cc3)CC2)cc1,55,12,15,16,-16,-7,-2,5,0,15,-2
CCc1ccccc1NC(=O)N[C@@H](C)C(=O)O,1,11,14,25,1,14,-3,-19,-12,-11,3
CN(Cc1ccccc1)C(=O)c1ccccc1C(=O)O,-7,-6,6,23,2,7,11,5,2,-26,1
CC1CN(CCCCSc2ccc(Cl)cc2)CC(C)O1 (stereo not given),30,6,2,3,90*,1,6,-6,2,-12,2
COc1ccc(Oc2nccc(-c3ccc(F)cc3)c2C#N)cc1,-7,-32,-34,-21,-35,1,-12,8,-5,-50,4
Cc1ccc(C)c(/C(O)=C2\C(=O)C(=O)N(CCCN3CCOCC3)C2c2cccnc2)c1 (stereo not given),-1,10,7,1,-13,18,5,-3,-22,-11,.
C[C@H]1NC(=O)[C@@]2(C)[C@H](c3ccccc3)[C@H]3COc4ccccc4[C@@H]3N2C1=O,-18,-1,-3,7,15,12,14,-9,-1,16,.
Cc1cc(C)c(C(=O)c2cccs2)c(C)c1,-2,-17,7,11,-7,-42,-17,12,-18,1,.
O=C(Cc1ccc(S(=O)(=O)N2CCOCC2)s1)Nc1cc(C(F)(F)F)ccc1N1CCCC1,-32,12,10,10,0,6,21,1,3,-11,-3
CCC(Sc1nccn1C)C(=O)Nc1nnc(C)s1 (stereo not given),-26,-22,-11,13,-5,-12,10,-12,8,1,4
O=C(c1ccco1)N1CCN(c2nc3ccsc3c(=O)s2)CC1,-57,6,-51,-163,-14,0,-97,-2,2,-32,1
O=C(Nc1ccc(F)cc1)c1cnccn1,-20,0,.,-35,-24,6,-22,-9,-7,-20,.
CCCc1cc(=O)n2[nH]c(-c3ccc(OC)cc3)nc2n1,-33,-7,6,4,-9,8,1,-11,-6,-40,5
CCOc1ccc(-c2ccc(SCc3ccccn3)nn2)cc1,-56,-32,-55,-233,-17,8,-146,6,5,-24,-1
Cc1c(C(=O)N2CCN(c3ccccc3)CC2)oc2c1C(=O)CC(C)(C)C2,-2,6,2,4,33,19,16,-12,-4,20,0
CCOC(=O)N1CCN(C(=O)CCn2c(=O)[nH]c3ccsc3c2=O)CC1,-15,-13,9,3,7,-6,6,8,-7,10,-1
CN(C)CCCNC(=O)/C(=N\O)c1ccccc1,9,-18,6,19,1,-3,6,2,0,5,2
CC1(C)CC(=O)c2sc(NC(=O)CN3CCOCC3)nc2C1,0,9,4,-6,-2,-3,0,3,-3,3,-2
CCc1ccc(S(=O)(=O)Nc2ccc(-c3nc4cccnc4s3)cc2)s1,-62,-58,-17,-168,1,-6,-119,8,-18,15,4
COc1ccccc1CNc1nc(NCc2cnc(C)cn2)c2sccc2n1,-4,-7,.,3,7,-16,14,13,2,4,.
CN1CCCN(C(=O)c2ccc(Cl)c(S(=O)(=O)N(C)c3ccccc3)c2)CC1,-27,2,3,3,-9,10,2,-20,2,-8,2
COc1ccc(C(=O)/C(=C\N(C)C)n2nc(C)cc2C)cc1,6,5,8,17,49,3,6,-3,-7,18,0
CC(=O)Nc1cc(-c2nc3ccccc3o2)ccc1Cl,-107,-39,-20,-223,-6,-2,-124,1,14,-13,.
O=C1[C@H]2[C@@H](c3ccc(Cl)cc3)N3C(=O)N(c4cccc(F)c4)C(=O)[C@@]3(Cc3ccc(Cl)cc3)[C@H]2C(=O)N1C1CCCCC1,5,5,10,9,8,-2,8,-7,20,-3,-2
COc1ccc(F)cc1S(=O)(=O)N1CCCCC1,4,.,1,12,6,-5,-6,10,-7,3,0
COc1ccc(CCN2CC(C(=O)O)CC2=O)cc1 (stereo not given),13,-1,14,13,6,6,6,-7,-2,10,1
O=[N+]([O-])c1ccc(N2CCOCC2)cc1NCc1ccccc1,1,-5,-5,17,-35,12,16,-15,0,-20,0

# (continued)
SMILES,NR2E3 ag-1,Shn3 inh set2,MITF TRPM1 inh,HIF-2a inh,TWEAK-Fn14 inh,CF NFkB inh,Peg3 prom inh,KKLEB tox,TRAIL sens C8,TROY signal inh,NR2E3 ag-2
Cc1cc(C)cc(SCc2noc(C(=O)NCc3ccccc3)c2C(=O)NCc2ccccc2)c1,8,-16,5,18,14,-12,7,2,1,-2,-1
CC1CCC2(CC1)NC(=O)N(CC(=O)Nc1nc(-c3ccc(F)cc3)cs1)C2=O (stereo not given),9,-3,4,-6,-15,-11,5,-2,-5,6,4
Cc1cc(NC(=O)CSc2nnc(C3CC3)n2-c2ccccc2)no1,-10,-9,0,9,6,12,0,4,0,-14,3
Cc1cc(Cl)ccc1NC(=O)C1CCN(S(C)(=O)=O)CC1,-21,-5,10,12,-14,0,2,0,2,22,1
Cn1c(=O)[nH]c(=O)c2c1nc(NCc1ccco1)n2CCCc1ccccc1,15,20,1,-2,11,-15,5,8,-12,6,.
Cc1cccc(NC(=O)C2CCCN(S(=O)(=O)c3cccc4nsnc34)C2)c1 (stereo not given),-3,7,4,11,14,-22,20,16,-12,22,6

# Results in KKLEB tox and TRAIL sens C8, for 3 of the compounds above:
SMILES,KKLEB tox,TRAIL sens C8
Cn1c(=O)[nH]c(=O)c2c1nc(NCc1ccco1)n2CCCc1ccccc1,8,-12
Cc1cc(NC(=O)CSc2nnc(C3CC3)n2-c2ccccc2)no1,4,0
CC1CCC2(CC1)NC(=O)N(CC(=O)Nc1nc(-c3ccc(F)cc3)cs1)C2=O (stereo not given),-2,-5
